# Source: PubChem
# CAL PDZ FP: inhibitors of human CAL PDZ peptide binding | Q9HD26 | purified CAL PDZ, TMR-peptide fluorescence polarization, 1 h | inhibition, % at 24.9 µM | actives 0.92% (n = 300,000);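 active = mean inhibition of at least 30% with at least half of replicates also reaching 30%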;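 note: 0% = DMSO neutral control and 100% = excess unlabeled competitor peptide PRC23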
# OPRM1-OPRD1 ag: agonists of human mu-delta opioid receptor heterodimerization | P35372+P41143 | cells, OPRM1-OPRD1 heterodimerization, luminescence | activation, % at 9.3 µM | actives 0.3% (n = 340,000) | AID 504326; in the data active = activation above about 18%;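 note: 0% = vehicle-treated cells and 100% = reference agonist; values of inactives mirror those of a sister screen read the other way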
# HTR5A inv ag: counter-screen for OPRM1-OPRD1 inverse agonists: human HTR5A inverse agonism; P47898; HTR5A cell line, luminescence; inhibition, % at 9.3 µM; actives 0.083% (n = 340,000); in the data active = inhibition mostly above about 23%, no sharp cut-off; inactive = mostly below about 18%;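 note: 0% = cells with DMSO and 100% = no-cell wells with DMSO; some compounds called inactive have numbers as strong as hits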
# Target sequence (P47898 whole entry, looked up): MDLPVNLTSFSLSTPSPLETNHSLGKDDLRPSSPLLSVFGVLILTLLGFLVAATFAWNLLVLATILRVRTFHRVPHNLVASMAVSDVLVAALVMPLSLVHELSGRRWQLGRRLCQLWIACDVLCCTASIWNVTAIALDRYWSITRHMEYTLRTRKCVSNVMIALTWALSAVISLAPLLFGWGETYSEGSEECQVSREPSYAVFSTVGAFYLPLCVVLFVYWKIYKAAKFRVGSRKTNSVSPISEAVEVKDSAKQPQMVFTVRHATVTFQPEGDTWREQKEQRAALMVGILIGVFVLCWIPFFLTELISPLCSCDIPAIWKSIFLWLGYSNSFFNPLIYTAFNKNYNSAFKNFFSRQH
# V-ATPase pH: alters yeast V-ATPase proton transport | actives 0.37% (n = 350,000) | response, % at 10 µM | S. cerevisiae, pHLuorin cytosolic pH fluorescence | AID 504577; in the data active = response mostly above about 7.3%, no sharp cut-off; inactive = mostly below about 5.4%; note: actives read high; inactives centre near 0; some compounds called inactive have numbers as strong as hits; reference of the scale not given here
# Cardiac RTF inh: cardiac RTF calcium desensitization; IANBD-labeled cardiac RTF, Ca2+ fluorescence; inhibition, % at 7.15 µM; actives 0.12% (n = 340,000); AID 493244;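 active = inhibition above the mean inhibition of all tested compounds plus 3 SD, cut at about 17% in these data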;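 note: assay run at fixed EC70 calcium of 1.6 mM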
# cardiac RTF act: cardiac RTF calcium sensitization | activation, % at 7.2 µM | IANBD-labeled TnC RTF fluorescence at EC20 calcium; 0% EC20 calcium, 100% full calcium | actives 0.24% (n = 340,000);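 active = activation above the mean over all tested compounds plus 3 SD, cut at about 30% in these data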;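 note: rise in fluorescence read as greater calcium sensitivity of cardiac thin filaments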
# Keap1 Nrf2 FP: Keap1-Nrf2 (human) interaction inhibition; Q14145; Keap1 Kelch-Nrf2 peptide fluorescence polarization, 1536-well; inhibition, % at 9.4 µM; actives 0.15% (n = 340,000); in the data active = inhibition above about 12%;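 note: human Keap1 Kelch domain with fluorescein labeled Nrf2 9mer peptide probe; 0% = neutral control wells and 100% = peptide positive control; higher means more block of Keap1 binding to Nrf2 peptide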
# Target sequence (Q14145 whole entry, looked up, the tested form may be a part): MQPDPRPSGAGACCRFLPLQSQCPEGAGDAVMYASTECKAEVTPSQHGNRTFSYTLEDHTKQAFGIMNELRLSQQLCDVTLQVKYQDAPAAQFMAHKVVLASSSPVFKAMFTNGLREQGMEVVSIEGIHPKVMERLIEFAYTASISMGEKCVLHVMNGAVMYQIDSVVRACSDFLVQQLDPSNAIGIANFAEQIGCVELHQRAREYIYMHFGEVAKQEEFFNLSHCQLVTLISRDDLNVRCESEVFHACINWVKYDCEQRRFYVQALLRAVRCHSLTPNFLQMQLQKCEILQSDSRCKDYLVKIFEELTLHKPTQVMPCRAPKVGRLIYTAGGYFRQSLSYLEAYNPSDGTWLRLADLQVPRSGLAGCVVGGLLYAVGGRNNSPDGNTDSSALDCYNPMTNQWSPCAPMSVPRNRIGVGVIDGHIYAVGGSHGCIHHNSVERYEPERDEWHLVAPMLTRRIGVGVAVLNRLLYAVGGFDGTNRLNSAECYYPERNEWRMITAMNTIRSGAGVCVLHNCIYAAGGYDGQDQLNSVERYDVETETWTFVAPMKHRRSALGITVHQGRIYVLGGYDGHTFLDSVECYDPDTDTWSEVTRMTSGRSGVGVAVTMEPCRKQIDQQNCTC
# LANA DNA inh: inhibitors of KSHV LANA C-terminal domain DNA binding. MBP-C-LANA/FAM-LBS DNA binding, fluorescence polarization. inhibition, % at 9 µM. actives 0.078% (n = 340,000);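 active = highest replicate inhibition at or above 60% at 9 µM, even if other replicates fall short; inactive = all replicates below 60% inhibition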;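 note: 0% = neutral control wells and 100% = 4 µM acridine orange control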
# MOR-DOR inv ag: inverse agonist of human OPRM1-OPRD1 heterodimerization; actives 0.21% (n = 340,000); P35372+P41143; AID 504357; inhibition, % at 9.3 µM; cell-based MOR-DOR heterodimer luminescence, inverse agonism; in the data active = inhibition above about 22%, passing the limit was not always enough;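 note: 0% = cells with DMSO and 100% = wells without cells with DMSO; values of inactives mirror those of a sister screen read the other way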
# HTR5A ag: activates human HTR5A in OPRM1-OPRD1 agonist counter-screen. activation, % at 9.3 µM. actives 0.61% (n = 340,000). HTR5A agonist assay, luminescence, cell-based. AID 504692. P47898; in the data active = activation mostly above about 9.5%, no sharp cut-off; inactive = mostly below about 7.6%;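 note: 0% = cells with vehicle only and 100% = reference agonist; strong numbers were not always called active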
# Starred values were filed as active, the others as inactive; · = not tested or not shown; & = joins results of further samples.
# Values run as follows: CAL PDZ FP	OPRM1-OPRD1 ag	HTR5A inv ag	V-ATPase pH	Cardiac RTF inh	cardiac RTF act	Keap1 Nrf2 FP	LANA DNA inh	MOR-DOR inv ag	HTR5A ag
> CCN(CC)C(=O)C(=O)c1cn(CC(=O)NCC2CCCO2)c2ccccc12 (configuration not stated)
 : 4	-2.9	5	-3	-5	-2	-6	0.0	14	1
> COc1ccc(Br)cc1C(=O)Nc1ccc(C(=O)NCC(C)C)cc1
 : ·	-1.4	7	1	3	-2	-4	2.0	7	-1
> CCC(=O)c1ccc(OC(=O)Cc2ccc(OC)cc2)cc1
 : -1	-2.0	-13	2	-2	-4	-1	2.4	9	4
> CCN(CC)CCNS(=O)(=O)c1ccc(C(=O)NN)cc1
 : -3	-1.8	31	-4	-12	2	0	1.3	9	-1
> O=C(c1cccs1)N(Cc1ccco1)c1nc(-c2ccc(F)cc2)cs1
 : -2	2.0	5	2	-1	5	-3	1.8	-11	2
> Cc1ccc(C(C)NC(=O)c2ccc3c(c2)OCO3)cc1C (configuration not stated)
 : -5	0.2	5	2	-11	-3	1	-0.9	-1	-2
> COc1ccc(-n2c(=O)c3ccccc3n(CC(=O)NC3CCCC3)c2=O)cc1
 : ·	-1.6	-6	0	-4	0	-3	-2.3	7	-1
> O=C(Cn1nc(-c2ccccc2)nc1-c1ccccc1)N1CCOCC1
 : 2	0.1	4	0	-10	9	-7	-1.0	-1	3
> CCOc1ccc(C(=O)Nc2nccs2)cc1[N+](=O)[O-]
 : -3	-1.6	-10	3	-14	0	-3	0.8	10	4
> COc1ccc(C(CNC(=O)c2cccc(S(=O)(=O)Nc3ccc(F)cc3)c2)N2CCOCC2)cc1 (configuration not stated)
 : -4	-4.4	-22	-2	-8	0	2	-1.7	17	-2
> CCCn1nnnc1NCc1ccccc1OCC
 : -1	-3.2	5	1	9	4	-1	-2.2	16	-1
> Cc1ccc(NC(=S)NC2CCN(Cc3ccccc3)CC2)cc1C
 : 47*	2.0	10	2	1	1	-3	0.9	-10	2
> O=c1cnnc(N/N=C/c2cccs2)[nH]1
 : 10	-0.9	3	1	0	-7	3	-1.7	4	3
> Cc1ccc(C(=O)Nc2ccccc2NC(=O)c2ccc(C)o2)o1
 : 0	-0.5	-9	2	-4	-1	-1	1.2	2	3
> O=C(OCc1cc(Cl)ccc1OC(F)F)c1cncc(Br)c1
 : ·	5.1	9	0	3	0	1	0.5	-26	2
> COc1ccc(NC(=O)CCCn2c(=S)[nH]c3ccccc3c2=O)cc1
 : 0	-4.0	-19	-3	-2	0	-3	-0.4	21	7
> CC(=O)Nc1nc(C)c(-c2csc(Nc3cccc(C(C)=O)c3)n2)s1
 : -1	-0.7	1	-1	-6	5	-2	-4.6	3	0
> O=C(COC(=O)Cc1n[nH]c(=O)c2ccccc12)Nc1ccc(Cl)cn1
 : -6	-3.8	-8	1	-7	-1	0	-1.0	15	3
> O=C(C1Cc2ccccc2CN1S(=O)(=O)c1ccccc1[N+](=O)[O-])N1CCOCC1 (configuration not stated)
 : ·	-3.1	6	-1	8	-2	-2	-1.4	16	-2
> O=C(/C=C/c1ccc([N+](=O)[O-])cc1)OCC(=O)N1CCCC1
 : -3	-0.2	-5	-1	4	5	-2	1.2	1	1
> COc1ccc(C(=O)NC(=S)NNC(=O)CCc2ccccc2)cc1
 : -6	-1.9	-6	-1	-9	-5	-4	0.8	11	6
> O=C1NCCCC1C(=O)N/N=C/c1ccccc1O (configuration not stated)
 : 1	-4.1	8	0	-2	-1	-1	0.7	21	-3
> O=C(Nc1nc2c(c(=O)[nH]1)CCCC2)C1CC1
 : 2	-1.9	-22	4	1	-2	-6	5.5	11	-4
> CC1=C(/C=C/C(C)=C/C=C/C(C)=C/C(=O)Nc2ccc(O)cc2)C(C)(C)CCC1
 : -5&-2	2.0&6.6	-5&-21	0&-1	-1&-1	-6&-7	-1&-5	-2.0&0.2	-9&-35	1&5
> COc1ccc(-n2nc(C(=O)NCC(=O)NC3CCCCC3)c3ccccc3c2=O)cc1
 : -2	0.6	-18	-2	15	-5	3	-1.1	-5	6
> O=C(c1ccc2c(c1)N(Cc1ccccc1F)C(=O)c1ccccc1S2(=O)=O)N1CCCC1
 : -2	-1.4	17	1	-3	-1	0	1.4	7	-5
> CCOc1ccc(S(=O)(=O)NC2CCCCCC2)cc1
 : -3	1.3	-28	4	-3	-2	3	-0.5	-7	-5
> N#Cc1nc(-c2ccc(F)cc2)oc1N1CCC(C(N)=O)CC1
 : -13	-2.1	-20	-3	-10	-5	-2	6.8	11	5
> Cc1ccc2nc(-c3ccc(NC(=O)CSCC(=O)O)cc3)sc2c1
 : 6	-3.4	-8	6	-5	-4	-1	-1.6	18	2
> CC12CN3CC(C)(CN(C1)C3c1ccc(Br)cc1)C2=O (configuration not stated)
 : -11	-1.6	-6	2	3	2	1	0.3	10	4
> COc1ccc(-n2nc3c(c2NC(=O)C2CC2)CS(=O)(=O)C3)cc1
 : -3	-5.2	4	-2	-5	0	5	-1.1	17	0
> CC(NC(=O)[C@H](C)NC(=O)c1ccco1)c1ccc(S(N)(=O)=O)cc1 (some centres not stated)
 : 0	-1.8	-1	-3	-12	-4	2	2.1	9	5
> CCN(CC(=O)NCc1ccc(F)cc1)C(=O)CN1CCN(c2ccccc2OC)CC1
 : -1	-0.7	4	-3	4	1	-7	0.8	4	-2
> N=C1S/C(=C\c2ccc(-c3cccc(Cl)c3)o2)C(=O)N1c1nccs1
 : 3	-3.7	-6	5	-19	-14	-5	0.8	20	-2
> O=C(Nc1ccc(N2CCOCC2)c(S(=O)(=O)Nc2ccccc2Cl)c1)c1ccc(=O)[nH]n1
 : -4	-2.9	-10	-2	-1	1	-5	-0.8	11	-2
> OCc1n[nH]c(CO)n1
 : ·	-2.3	-7	-1	-5	-6	-6	-0.8	12	2
> COc1ccc(NC(=O)NNS(=O)(=O)c2cc(C)ccc2C)cc1OC
 : 6	-2.1	-2	-4	-5	2	5	-0.3	9	1
> CCOC(=O)CSc1cc(C)nc(NC(C)=O)n1
 : -1	-2.1	7	1	-3	-5	-4	0.9	10	-3
> CN(C)CCN(C(=O)c1ccc2ccccc2c1)c1nc2c(F)cccc2s1
 : 0	-1.8	-3	0	-2	1	-4	1.2	9	0
> Cc1cccc(C)c1NC(=O)C1CC2CCC1C2 (configuration not stated)
 : -4	0.0	12	-1	-3	0	-3	1.0	0	-2
> COC(=O)c1ccc2nc(C)cc(Nc3ccc(N(C)C)cc3)c2c1
 : ·	-3.1	-23	-6	-9	-1	2	-4.2	16	8
> CC1(C)Oc2ccc(C(=O)N3CCOCC3)cc2N(CC(=O)N2CCOCC2)C1=O
 : 2	1.0	21	-107	-12	6	-4	-0.6	-5	0
> COc1cc(O)c2c(c1)OC(C)(C)CC2=O
 : -2	-2.9	-4	-2	12	0	-5	-2.0	16	-3
> Cc1ccccc1-c1nc(CN2CCC(C(=O)NCc3cccs3)CC2)c(C)o1
 : 0	1.3	-21	1	-29	3	-5	3.6	-7	1
> CCn1nnc(-c2ccccc2NS(=O)(=O)c2ccc(S(=O)(=O)N3CCCCCC3)cc2)n1
 : -1	-2.2	-5	2	3	-6	-2	2.3	13	0
> CC(C)(CN=C1NS(=O)(=O)c2ccccc21)CNC(=O)CN1C(=O)c2ccccc2C1=O
 : 1	-3.9	-13	0	5	7	-3	-0.6	19	5
> Cc1ccc(CN2CCCN(C)CC2)c(C)c1
 : -6	-2.8	-24	3	2	0	-4	-1.4	14	9
> CC(C)(C)c1ccc(OCC(O)CSc2ncn[nH]2)cc1 (configuration not stated)
 : 0	-3.9	-2	-3	-6	0	2	0.7	23	3
> CCOC(=O)c1ccc(N2C(=O)c3n[nH]c(C)c3C2c2ccc(OC)c(OC)c2)cc1 (configuration not stated)
 : -3	-1.4	1	6	1	-4	-2	0.6	7	-1
> O=C(Oc1ccc(Br)cc1)c1cccnc1
 : -2	-2.3	-5	2	-9	-3	2	1.0	10	1
> C[C@H]1[C@H](C)CC[C@]2(C(=O)O)CC[C@]3(C)C(=CC[C@@H]4[C@@]5(C)CC[C@H](O)C(C)(C)[C@@H]5CC[C@]43C)[C@H]12
 : -1	-1.8	-13	0	7	-6	3	1.9	10	7
> CCN(CC)S(=O)(=O)c1ccc(N=N/C(C(C)=O)=C(/C)O)cc1
 : ·	-3.9	3	-5	0	-3	-2	-1.2	16	-6
> CC1CCCCN1CCNC(=O)c1cnn2ccccc12 (configuration not stated)
 : -2	0.7	-36	1	-2	-2	-1	1.6	-3	13
> COC(=O)N1[C@H](Cc2ccccc2)C=C[C@]1(C)C(=O)O
 : 3	1.9	-37	0	-7	-14	-2	3.4	-11	7
> Cc1cccc(Sc2nc(-c3ccccc3)ncc2C(=O)O)c1
 : 3	-3.2	-21	-2	-1	-4	-2	0.9	17	-2
> O=C(COc1ccc(Cl)cc1)NNC(=S)NCc1ccccc1
 : ·	1.6	0	0	-18	3	-3	-1.6	-14	0
> COc1cccc(OC)c1C(=O)Nc1ccccc1N1CCCCC1
 : -5	0.2	15	1	4	-8	-2	1.7	-1	-4
> Cc1ccc(C(=O)n2nc(-c3ccccc3)nc2NCc2ccco2)cc1
 : -1	-0.8	11	-6	-9	-5	-4	-0.1	4	1

# Of the compounds above, these have an NH in an aromatic ring.
# Values run as follows: CAL PDZ FP	OPRM1-OPRD1 ag	HTR5A inv ag	V-ATPase pH	Cardiac RTF inh	cardiac RTF act	Keap1 Nrf2 FP	LANA DNA inh	MOR-DOR inv ag	HTR5A ag
> O=c1cnnc(N/N=C/c2cccs2)[nH]1
 : 10	-0.9	3	1	0	-7	3	-1.7	4	3
> COc1ccc(NC(=O)CCCn2c(=S)[nH]c3ccccc3c2=O)cc1
 : 0	-4.0	-19	-3	-2	0	-3	-0.4	21	7
> O=C(COC(=O)Cc1n[nH]c(=O)c2ccccc12)Nc1ccc(Cl)cn1
 : -6	-3.8	-8	1	-7	-1	0	-1.0	15	3
> O=C(Nc1nc2c(c(=O)[nH]1)CCCC2)C1CC1
 : 2	-1.9	-22	4	1	-2	-6	5.5	11	-4
> O=C(Nc1ccc(N2CCOCC2)c(S(=O)(=O)Nc2ccccc2Cl)c1)c1ccc(=O)[nH]n1
 : -4	-2.9	-10	-2	-1	1	-5	-0.8	11	-2
> OCc1n[nH]c(CO)n1
 : ·	-2.3	-7	-1	-5	-6	-6	-0.8	12	2
> CC(C)(C)c1ccc(OCC(O)CSc2ncn[nH]2)cc1 (configuration not stated)
 : 0	-3.9	-2	-3	-6	0	2	0.7	23	3
> CCOC(=O)c1ccc(N2C(=O)c3n[nH]c(C)c3C2c2ccc(OC)c(OC)c2)cc1 (configuration not stated)
 : -3	-1.4	1	6	1	-4	-2	0.6	7	-1
